# D1 potentiator – human D1 dopamine receptor positive modulation | AID 504651 | P21728 | HEK293 TREx D1 cells, calcium flux, dopamine EC20 potentiation | potentiation, % at 10 µM | 360,000 compounds, 0.036% hits; in the data active = potentiation above about 30%; note: 0% is about no effect
# Glioma ERSR ind – ER stress response induction in glioma; U87-MG GRP78 promoter luciferase reporter, 16 h; Potency, µM, without a hit: top-dose activation, usual class: activators; 420,000 compounds, 0.02% hits; note: potency is the fitted concentration of half-maximal effect; series mostly up to about 76 µM; % of control where 0% means no effect; nearly all actives have a fitted effect of over 35% in size
#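 Stably transfected U87-MG glioma cells carrying a GRP78-based luciferase sensor; 16 h compound incubation. Luminescence end-point read 10 min after Bright-Glo addition at room temperature.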
# Vif-A3G inh – Vif-A3G binding inhibition; Q9HC16; HeLa A3G-eYFP + Vif (tagged APOBEC3G with the HIV-1 protein that degrades it), YFP fluorescence, overnight; Potency, µM (highest dose often 46.1 µM), for inactives: top-dose activity, negative = active, most hits filed as inhibitors; 410,000 compounds, 0.076% hits; AID 602310;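 note: potency is the fitted concentration of half-maximal effect; % is set by controls: 0 for no effect and ±100 for the full control effect; nearly all actives have a fitted effect of over 60% in size; hits raise eYFP signal because A3G escapes Vif-driven loss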
# Target sequence (Q9HC16 whole entry, looked up): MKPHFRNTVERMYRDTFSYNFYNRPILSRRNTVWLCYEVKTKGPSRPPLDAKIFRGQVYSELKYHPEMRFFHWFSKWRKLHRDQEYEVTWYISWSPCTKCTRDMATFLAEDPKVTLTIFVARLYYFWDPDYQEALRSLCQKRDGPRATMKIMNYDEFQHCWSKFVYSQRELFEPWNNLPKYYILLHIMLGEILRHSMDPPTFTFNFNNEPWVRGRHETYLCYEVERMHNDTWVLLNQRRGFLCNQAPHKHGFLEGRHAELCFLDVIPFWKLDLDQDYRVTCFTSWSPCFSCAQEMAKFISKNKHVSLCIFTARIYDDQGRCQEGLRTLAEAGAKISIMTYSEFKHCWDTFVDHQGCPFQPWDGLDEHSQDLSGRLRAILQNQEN
#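 HeLa cells stably expressing Vif and C-terminally eYFP-tagged A3G, seeded overnight at 37 deg C, then exposed to compound by pintool overnight at 37 deg C. Rise in yellow fluorescence (Ex 488/Em 500-530, Acumen) marks blocked Vif-driven A3G degradation.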
# D2 PAM – positively modulates the human D2 dopamine receptor allosterically; P14416; HEK293 T-REx D2, calcium flux, EC20 dopamine potentiation; potentiation, % at 10 µM; 340,000 compounds, 0.34% hits; AID 485347;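 active = potentiation over 3 SD above the plate norm, cut at about 30% in these data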; note: 0% is about no effect
#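 Tetracycline-induced HEK293 T-REx cells force-coupled to calcium signalling expressed D2; compounds were pin-added after a 10 s baseline, read kinetically 180 s, then an EC20 dopamine challenge followed with a further 180 s calcium read.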
# D1 antag – antagonists of human D1 dopamine receptor; P21728; HEK293 TREx D1 cells, calcium flux, dopamine EC80; hits give low values; activity change, negative = inhibition, % at 10 µM; 360,000 compounds, 3.2% hits; in the data active = activity change below about -30%; note: % is set by controls: 0 for no effect and ±100 for the full control effect
#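 HEK293 T-REx cells expressing inducible, force-coupled D1 receptor; no-wash Ca dye, 30–90 min RT. Cmpd → 180 s read at 1 Hz → EC80 DA → 180 s read.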
# D1 agonist – activates the human D1 dopamine receptor; 360,000 compounds, 1% hits; P21728; HEK293 T-REx D1 cells, calcium flux, agonist mode; AID 504660; activation, % at 2 µM; in the data active = activation above about 30%; note: 0% is about no effect
#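 Tetracycline-induced HEK293 TREx D1 cells, force-coupled to calcium signalling, were dye-loaded with a no-wash calcium kit. Compound was pin-added after a 10 s baseline. Fluorescence was read kinetically at 1 cycle/s for 180 s, with calcium rises flagged as agonism.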
# RXFP1 ag – agonists of human relaxin receptor RXFP1. HEK293T-RXFP1 cAMP TR-FRET, 30 min; response scale: percent of porcine relaxin response, buffer zero. 370,000 compounds, 0.3% hits. Potency, µM (series often up to 57.5 µM), inactives show at the highest dose activation, most hits filed as activators; note: potency is the fitted concentration of half-maximal effect; % is set by controls: 0 for no effect and ±100 for the full control effect; nearly all actives have a fitted effect of over 60% in size; many of its hits are not listed in these tables
# Target sequence (Q9HBX9 whole entry, looked up): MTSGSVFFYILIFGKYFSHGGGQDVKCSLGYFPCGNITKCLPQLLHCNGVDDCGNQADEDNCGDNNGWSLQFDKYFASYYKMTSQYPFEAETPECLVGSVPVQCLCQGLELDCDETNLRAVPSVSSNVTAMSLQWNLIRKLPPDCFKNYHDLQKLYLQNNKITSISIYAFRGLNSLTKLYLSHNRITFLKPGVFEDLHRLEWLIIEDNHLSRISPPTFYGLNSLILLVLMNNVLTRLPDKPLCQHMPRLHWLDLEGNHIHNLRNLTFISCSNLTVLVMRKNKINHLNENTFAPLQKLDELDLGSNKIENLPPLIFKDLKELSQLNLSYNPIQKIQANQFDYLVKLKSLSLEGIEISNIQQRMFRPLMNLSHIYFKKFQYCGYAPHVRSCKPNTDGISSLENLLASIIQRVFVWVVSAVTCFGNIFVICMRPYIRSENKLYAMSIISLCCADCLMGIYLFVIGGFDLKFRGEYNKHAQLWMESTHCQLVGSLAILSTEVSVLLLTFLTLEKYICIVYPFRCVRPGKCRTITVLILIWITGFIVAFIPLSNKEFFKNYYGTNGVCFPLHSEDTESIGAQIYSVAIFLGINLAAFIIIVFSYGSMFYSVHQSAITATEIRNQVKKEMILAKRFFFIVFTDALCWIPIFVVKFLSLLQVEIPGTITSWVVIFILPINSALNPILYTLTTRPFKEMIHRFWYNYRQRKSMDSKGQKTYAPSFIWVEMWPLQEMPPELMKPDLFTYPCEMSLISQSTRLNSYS
#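 Agonist response is measured as cAMP accumulation in an RXFP1-transfected HEK293T line under PDE4 inhibition. Values are scaled between buffer-only and 29 nM porcine relaxin, and EC50s come from standard Hill equation fits.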
# RXFP1 antagonist – RXFP1 (human) relaxin receptor antagonism | HEK293-RXFP1, relaxin-stimulated cAMP HTRF, 30 min; hits give low values | 350,000 compounds, 0.59% hits | activity change, negative = inhibition, % at 57.5 µM | AID 1259400;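 active = activity change of -60% or lower, but not beyond a set lower limit; inconclusive = change between -60% and -40%, or beyond the set limit; inactive = change above -40%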; note: % is set by controls: 0 for no effect and ±100 for the full control effect
# Vif-APOBEC3F blk – inhibitors of Vif-A3F interaction; Potency, µM (top dose mostly 46.1 µM), for the others: at the top dose activity, negative = active; HeLa A3F-eYFP + Vif (tagged APOBEC3F with the HIV-1 protein that degrades it), YFP fluorescence increase; AID 602313; 390,000 compounds, 0.2% hits; note: potency is the fitted concentration of half-maximal effect; % of control where 0% means no effect; nearly all actives have a fitted effect of over 65% in size
#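 HeLa cells stably expressing A3F-eYFP plus Vif, plated and incubated overnight at 37 deg C, then exposed to compounds overnight at 37 deg C. Blocked degradation read as raised yellow fluorescence (Ex 488/Em 500-530).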
# Numbers without * were called inactive; ? = inconclusive; . = not tested or not shown; & = joins results of further samples. Unless noted, calls come from the whole dose curve; as a rule, active = well fitted curve in the direction sought with a large enough effect; inconclusive = small, poorly fitted or top-dose-only effect, or another doubt; inactive = no such curve, though single readings can be large; an effect the other way counts as inactive or inconclusive.
# Order of values: D1 potentiator, Glioma ERSR ind, Vif-A3G inh, D2 PAM, D1 antag, D1 agonist, RXFP1 ag, RXFP1 antagonist, Vif-APOBEC3F blk
> COc1cccc(NC(=O)COc2ccc(C(=O)N3CCN(C)CC3)cc2)c1
→ -6.2, -0.3%, 0.9%, ., -1.9, 2.0, -0.3%, -10.5, -16.1%
> CCCOc1ccc(N2C(=O)CC(N(Cc3ccco3)C(C)=O)C2=O)cc1 (configuration not stated)
→ -3.8, -0.3%, 3.8%, -2.9, 0.2, -0.7, 0.1%, 3.0, 1.3%
> CCOc1ccccc1CN1CCN(Cc2ccc(C)o2)C(CCO)C1 (configuration not stated)
→ 0.6, -5.0%, -2.9%, -19.0, 16.2, 1.6, 0.6%, -9.2, -0.4%
> COc1ccc(NC(=O)C2Cc3cccc(OC)c3O/C2=N\O)cc1 (configuration not stated)
→ 5.9, -2.9%, ?, -2.5, 9.9, 1.8, -0.7%, 5.4, -7.2%
> Cc1c(C(=O)OCC(=O)c2c(N)n(CC(C)C)c(=O)n(C)c2=O)oc2ccccc12
→ -3.6, -5.9%, -11.3%, 0.2, 2.5, 5.3, -1.7%, -5.6, 1.4%
> COc1ccc(N/C=C\C(=O)c2ccc3c(c2)OCO3)cc1OC
→ -2.4, -0.4%, -7.6%, 3.8, 7.0, -0.1, -0.3%, -1.8, -8.7%
> COc1nc(N(C)C)nc(N(C)c2cc(Cl)cc(Cl)c2)n1
→ -2.8, -0.6%, 0.1%, 8.9, 47.0, 5.3, -0.5%, -9.0, -6.9%
> CC1CCCN(C(=O)COC(=O)c2ccc3[nH]c4c(c3c2)CCCC4)C1 (configuration not stated)
→ -4.5, 1.8%, 1.3%, -0.8, 15.3, 0.6, -0.1%, -9.6, -9.2%
> O=C(CSc1nc2scc(-c3cccs3)c2c(=O)n1CCc1ccccc1)N1CCCC1
→ ., -3.9%, 9.5%, ., ., ., ., 1.4, 1.4%
> COc1cc(OC)c(C(=O)NC2CCCCCC2)cc1OC
→ 0.0, 2.2%, -0.4%, 9.5, -1.0, 0.1, 1.9%, -17.4, 2.2%
> CCc1cccc(NC(=O)CSc2nnc(Cc3ccc(OC)cc3)c(=O)[nH]2)c1
→ -4.8, -1.8%, -5.5%, 1.4, -14.9, 0.8, -0.4%, 1.2, 9.0%
> COc1ccc(/C=N/Nc2nc(C)c([N+](=O)[O-])c(N(C)c3ccccc3)n2)cc1OC
→ -6.1, -6.0%, -0.2%, -2.6, -7.2, 2.5, 0.1%, -9.0, 0.0%
> Cc1ccc(/C=C/C(=O)OCC(=O)NC(=O)NCc2ccccc2)cc1
→ 0.6, -8.0%, -3.9%, 9.1, -1.9, 0.3, 0.4%, 2.5, 3.3%
> COc1ccc(C2/C=C\CN(C(=O)C3CCCC3)CC(=O)N2Cc2ccc(F)cc2)cc1 (configuration not stated)
→ -7.3, -5.6%&-4.3%, 3.0%&2.5%, 17.0, -34.3*, 6.7, -1.0%, ., 1.5%
> COc1cc(C2C(C(=O)c3ccco3)=C(O)C(=O)N2Cc2cccnc2)cc(OC)c1OC (configuration not stated)
→ 8.3, -2.9%, 0.4%, 6.9, 10.1, 2.8, 2.9%, -23.4, -6.1%
> COc1ccc(CCn2c(-c3ccc(C(C)(C)C)cc3)n[nH]c2=S)cc1OC
→ -1.3, 0.7%, -0.1%, 9.5, ., -2.0, -0.3%, -26.6, 5.6%
> O=C(NCCC(=O)N1CCN(c2ccccc2O)CC1)c1ccc(Cl)cc1
→ -5.0, -2.4%, -4.9%, -0.4, 2.6, 2.6, 0.7%, -6.9, -7.4%
> Cc1cccc(/C=N/n2c(COc3ccccc3)n[nH]c2=S)c1
→ -3.2, 3.6%, 1.1%, 13.0, 0.2, 4.0, 4.6%, -2.6, 0.4%
> S=c1nc[nH]c2c1ncn2-c1ccccc1
→ ., -4.0%, 0.2%, ., ., ., ., 8.5, -4.1%
> NC(=O)c1cnn(Cc2ccc(Cl)cc2)c1N
→ 6.8, -4.4%, -9.0%, -24.0, 2.4, 1.8, 1.8%, -5.8, 8.0%
> COc1ccc(N2CCN(CCNC(=O)c3ccc4nc5ccccc5c(=O)n4c3)CC2)cc1
→ 2.1, 0.5%, 0.8%, ., 11.3, -1.2, 3.3%, -1.3, 10.8%
> C#CCN1C(=O)S/C(=C\c2ccc(-c3ccc(Cl)c(C(=O)O)c3)o2)C1=O
→ 4.4, 3.1%, -0.1%, 10.6, 9.0, 2.0, 2.0%, -7.4, -1.5%
> CC1(C)CC(=O)C2=C(C1)OC(N)=C(C#N)C21CCN(Cc2ccccc2)CC1
→ -2.8, 3.3%, ?, 6.6, -12.5, 6.7, 2.2%, -10.2, -28.8%
> Cc1cc(NC(CC(C)C)C(=O)O)nc(Cc2ccccc2)n1 (configuration not stated)
→ 2.5, -1.9%, 3.0%, 12.3, -1.6, 2.9, 3.7%, -2.9, -10.2%
> Cc1ccc(S(=O)(=O)N(C)C)cc1NC(=O)COC(=O)/C=C/c1ccc(F)cc1
→ -3.1, -3.2%, 0.0%, -0.2, -6.3, 0.7, -0.4%, -1.9, -13.8%
> COc1ccc2c(c1)nc(N)n2Cc1ccccc1
→ ., -1.5%, 1.2%, ., ., ., -0.3%, -3.2, -6.5%
> C/C(=N/NC(=O)C1COc2ccccc2O1)c1ccco1 (configuration not stated)
→ -8.2, 1.9%, -1.7%, 8.8, -25.3, 1.8, -1.7%, 8.7, -9.9%
> COc1ccc(NC(=S)NC(=O)c2ccc3c(c2)OCCO3)cc1
→ ., 20.8%, 0.6%, ., ., ., ., 1.5, 5.8%
> CN(C)C(CNC(=O)C1CCN(C(=O)/C=C/c2ccccc2)CC1)c1ccccc1 (configuration not stated)
→ 0.2, 3.3%, -2.4%, 9.2, -4.3, 3.7, -1.1%, -9.3, -2.4%
> CC(C)CC(=O)N1CCN(Cc2ccc(Cl)cc2)CC1
→ 2.1, -3.9%, 0.9%, 4.3, 7.1, 4.1, -0.2%, -9.0, -2.5%
> O=C(COC(=O)c1cccc(S(=O)(=O)N2CCOCC2)c1)Nc1ccc(Cl)cn1
→ -0.6, -0.7%, 0.2%, -16.2, 6.3, 4.9, 1.2%, -5.0, 5.2%
> CCn1c(=O)c2sccc2n2c(CCCC(=O)Nc3ccc(C)cc3)nnc12
→ -0.5, -3.0%, -4.6%, -2.2, -4.7, 2.9, 13.9%, -2.4, -10.0%
> O=C(CC(=O)N/N=C/c1c(Cl)cccc1Cl)NCc1cccnc1
→ -2.5, -2.8%, 1.9%, 7.1, -9.8, 1.4, -0.5%, 13.1, 1.2%
> CC(C)c1ccc(NC(=O)CCNC(=O)N2CC(=O)Nc3ccccc32)cc1
→ -2.2, -1.5%, 0.4%, -12.2, -26.8, 3.8, 0.8%, -4.5, 0.0%
> CC(=O)N(C(C)=O)c1nc(-c2ccccc2)cn1/N=C/c1cccc([N+](=O)[O-])c1
→ 1.7, -1.2%, -0.1%, 1.7, -20.2, 3.1, 1.6%, 13.5, -0.8%
> COC(=O)C1=C(C)N(Cc2ccccc2)C(=NCc2cccc(Cl)c2)N[C@H]1c1ccccc1
→ -2.3&3.1, -0.9%, -12.6%, ., 0.9&6.3, 1.7&1.7, 0.5%&-0.2%, ., -5.3%
> Cc1cc(NC(=O)c2ccc(C)s2)n(-c2nc3ccccc3[nH]2)n1
→ -10.2, -4.6%, 0.9%, -12.8, -15.9, 6.9, 1.6%, -4.4, -12.6%
> CCOC(=O)c1c(NC(=O)CCS(=O)(=O)c2ccccc2)sc2c1CCN(C(C)C)C2
→ 0.9, -9.7%, 0.3%, -14.0, -0.5, 4.5, -0.1%, -9.2, 1.8%
> CS(=O)c1nc(-c2ccc(Br)cc2)cc(-c2ccccc2)c1C#N (configuration not stated)
→ -6.2, -0.6%, ?, 5.7, -27.4, 2.5, 5.0%, -15.8, 3.2%
> COC(=O)c1cc(CSc2nc3ccc(C)cc3[nH]2)oc1C
→ -1.4, 1.1%, 1.5%, 11.0, -47.0*, 4.5, 1.4%, -25.1, .

# Entries of single compounds, quoted from the list. Order of values: D1 potentiator | Glioma ERSR ind | Vif-A3G inh | D2 PAM | D1 antag | D1 agonist | RXFP1 ag | RXFP1 antagonist | Vif-APOBEC3F blk
# Shown for Cc1ccc(S(=O)(=O)N(C)C)cc1NC(=O)COC(=O)/C=C/c1ccc(F)cc1 : -3.1 | -3.2% | 0.0% | -0.2 | -6.3 | 0.7 | -0.4% | -1.9 | -13.8%
# Shown for CCn1c(=O)c2sccc2n2c(CCCC(=O)Nc3ccc(C)cc3)nnc12 : -0.5 | -3.0% | -4.6% | -2.2 | -4.7 | 2.9 | 13.9% | -2.4 | -10.0%

# The list continues:
# Order of values: D1 potentiator, Glioma ERSR ind, Vif-A3G inh, D2 PAM, D1 antag, D1 agonist, RXFP1 ag, RXFP1 antagonist, Vif-APOBEC3F blk
> COc1ccccc1C(=O)N/C(=C\c1cn(S(=O)(=O)N(C)C)c2ccccc12)C(=O)N1CCN(C)CC1
→ ., -2.0%, 0.7%, ., ., ., ., -4.2, 0.0%
> NC(=O)Nc1ccc(Oc2ncc(C(F)(F)F)cc2Cl)cc1
→ -5.3, 1.0%, -1.2%, -2.6, -25.5, 2.2, 0.4%, -5.5, 13.7%
> OC(CN1CCOCC1)c1ccc(F)cc1 (configuration not stated)
→ 7.3, -3.9%, 1.2%, -3.3, -1.8, 0.8, 1.6%, 2.5, 5.7%
> Cc1cccc(Cn2c(-c3cccc(Br)c3)nc3ccccc32)c1
→ 7.0, -1.4%, 2.3%, -4.2, ., 12.9, 0.7%, -28.1, 3.3%
> CC(=O)c1ccc2c(c1)OCCOCCOCCO2
→ -2.4, -0.4%, 1.0%, 0.0, -3.5, 4.4, -1.7%, -17.2, 9.1%
> COc1ccc(-c2cc(C(=O)NCC3CCCO3)c3ccccc3n2)c(OC)c1 (configuration not stated)
→ 0.8, 1.1%, -5.4%, 11.7, 8.2, -3.2, 7.4%, -15.8, -2.5%
> O=C(Nc1ccc2oc(-c3ccc4ccccc4c3)nc2c1)c1ccccc1F
→ -4.2, -1.9%, -0.8%, 3.5, -1.4, -0.1, -2.3%, ., 2.1%
> CCOc1[nH]n(-c2ccc(Cl)cc2)c(=O)c1C=NCc1cccnc1
→ 3.6, -8.1%, -3.5%, 3.8, 1.9, 0.1, -1.1%, 2.8, -1.0%

# Screening data deposited in PubChem by National Center for Advancing Translational Sciences (NCATS).

# Some of the compounds tested. The share of hits here may be higher or lower than overall.
